MLLE-PAM2 inh – inhibitors of PABP1 MLLE–PAM2 peptide binding, primary screen, biochemical, fluorescence polarization, FITC-PAM2, GST-MLLE | Polyadenylate-binding protein 1 (Homo sapiens), P11940 | inhibition, % at 20 µM | 360,000 compounds, 0.36% hits | AID 588489, 2011; in the data active = inhibition above about 35%, passing the limit was not always enough;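 also: plate controls were DMSO wells with GST-MLLE for no effect and wells lacking GST-MLLE protein for full effect; some results filed as inactive read as strong as hits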
Target sequence (P11940 whole entry, looked up): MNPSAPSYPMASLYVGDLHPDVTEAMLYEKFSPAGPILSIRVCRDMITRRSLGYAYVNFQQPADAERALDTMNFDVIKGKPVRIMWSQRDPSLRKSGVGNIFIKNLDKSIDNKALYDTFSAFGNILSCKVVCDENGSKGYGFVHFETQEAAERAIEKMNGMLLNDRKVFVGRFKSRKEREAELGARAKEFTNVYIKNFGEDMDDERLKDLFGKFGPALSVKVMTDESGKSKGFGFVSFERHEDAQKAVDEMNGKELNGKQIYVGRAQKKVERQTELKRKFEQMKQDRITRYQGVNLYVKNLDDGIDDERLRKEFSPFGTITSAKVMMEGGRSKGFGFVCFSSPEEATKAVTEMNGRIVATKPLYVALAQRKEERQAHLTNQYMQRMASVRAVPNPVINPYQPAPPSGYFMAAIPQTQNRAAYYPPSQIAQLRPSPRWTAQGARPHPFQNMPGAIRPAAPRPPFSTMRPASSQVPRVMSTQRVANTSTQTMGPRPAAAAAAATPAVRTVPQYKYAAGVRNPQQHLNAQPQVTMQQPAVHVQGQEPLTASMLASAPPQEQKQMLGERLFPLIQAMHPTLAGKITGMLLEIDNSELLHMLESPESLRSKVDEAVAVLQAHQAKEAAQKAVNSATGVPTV
Neddylation inh – inhibitors of cullin neddylation, primary screen, biochemical, TR-FRET, uHTS, NAE and Ubc12. NEDD8-conjugating enzyme Ubc12 (Homo sapiens) + NEDD8-activating enzyme E1 regulatory …. calls only at 25 µM. 360,000 compounds, 0.58% hits. AID 651699, 2012; in the data active = inhibition above about 36%
eLon inh – inhibitors of E. coli Lon protease, primary screen, biochemical, fluorescence polarization. inhibition, % at 7.94 µM. 360,000 compounds, 0.42% hits. purified E. coli Lon protease; in the data active = inhibition above about 13%, passing the limit was not always enough;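 also: 0% = enzyme with probe and DMSO and 100% = no enzyme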
SKN-1 block – suppressors of acrylamide-induced Pgst-4::GFP reporter in worms, primary screen, SKN-1 inhibitor project, whole organism, uHTS, GFP/RFP fluorescence ratio, strain VP596; C. elegans VP596 Pgst-4::GFP/RFP ratio, 24 h; inhibition, % at 21.8 µM; 360,000 compounds, 0.49% hits; AID 624304, 2012;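 active = interference check ratio from 0.5 to 1.5 plus GFP to RFP signal ratio inhibition reaching or exceeding a fixed threshold, cut at about 30% in these data, passing the limit was not always enough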; also: some compounds called inactive have numbers as strong as hits
MT1-MMP act inh – blockers of MT1-MMP proenzyme processing, primary screen, HT1080 RFP-PRO-GFP cells, GFP/RFP fluorescence. GFP/RFP ratio change, % at 20 µM. AID 651647, 2012. GFP/RFP ratio fluorescence, overnight; percent of plate control window, DMSO zero. 360,000 compounds, 0.061% hits;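 active = GFP/RFP ratio change of at least 30% with cell ATP level not reduced by more than half and red fluorescence within 50% of control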; also: strong numbers were not always called active
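Material: RFP-PRO-GFP reporter HT1080 cells. Dosing: single-point 20 µM compound, 1% DMSO. Controls: DMSO and RFP-L50D-GFP cell wells. Timing: cells overnight before dosing, compound overnight, 37 °C, 5% CO2. Measure: GFP/RFP fluorescence ratio.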
MsrA act – bovine MsrA enzyme activators, primary screen, biochemical, absorbance, HTS; Methionine sulfoxide reductase A (Bos taurus); purified bovine MsrA, absorbance read-out; activation, % at 10.6 µM; 360,000 compounds, 0.3% hits; AID 602163, 2012; in the data active = activation above about 7.5%;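 also: 0% = vehicle and 100% = reference activator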
FAS-TE inh – FAS thioesterase domain inhibitors, primary screen, biochemical, fluorescence intensity, uHTS; recombinant FAS-TE, OMFH fluorogenic substrate, fluorescence endpoint; inhibition, % at 15 µM; 360,000 compounds, 0.67% hits; AID 602261, 2012;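 active = compounds whose normalised, plate-corrected inhibition of enzyme fluorescence in the single-dose primary screen is 50% or more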;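 also: 0% = DMSO with enzyme and 100% = substrate without enzyme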
NRP1-CendR mod – modulators of CendR peptide binding to NRP-1, primary screen, biochemical, fluorescence polarization, uHTS | inhibition, % at 25 µM | AID 602438, 2012 | Neuropilin-1 (Homo sapiens), O14786 | 360,000 compounds, 0.85% hits | FAM-RPARPAR peptide binding to NRP-1;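 active = inhibition or corrected inhibition above about 18%, plus a signal ratio from 0.5 to 1.5, limit read from the data, passing the limit was not always enough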; also: strong numbers were not always called active
Rin1-Abl PPI inh – inhibitors of Rin1-Abl protein binding, primary screen, biochemical, TR-FRET. AID 588664, 2011. inhibition, % at 7.35 µM. 360,000 compounds, 0.4% hits. Tyrosine-protein kinase ABL1 (Homo sapiens) + Ras and Rab interactor 1 (Homo sapiens), …; in the data active = inhibition above about 5%, passing the limit was not always enough
Numbers without * were called inactive; i = inactive; nt = no result given.

1. Cc1ccc2[nH]c(C(=O)O)c(NC(=O)CN3CCN(c4cccc(C)c4C)CC3)c2c1
2. CCOC(=O)c1c(NC(=O)CSc2nnc(-c3cccnc3)n2Cc2ccco2)sc(C)c1C
3. O=C(CCc1nnc2ccc(NCc3ccco3)nn12)Nc1ccccn1
4. Cc1cc(NCCCO)n2c(nc3ccccc32)c1C#N
5. Cc1ccc2c(CN3CCN(CCO)CC3)cc(=O)oc2c1C
6. CCN(CC)CCCNc1oc(-c2cccc(Cl)c2)nc1C#N
7. CC1(C(=O)NS(=O)(=O)c2cccc(Cl)c2)CCN1C(=O)CC1CCCC1 (centres undefined)
8. COc1ccc(CNC(=S)Nc2ccccc2)cc1Cl

Compound	1	2	3	4	5	6	7	8
MLLE-PAM2 inh	-11	8	14	14	-9	-13	-5	-43
Neddylation inh	i	i	i	nt	i	nt	i	i
eLon inh	8	-3	-11	-5	-2	-12	4	0
SKN-1 block	21	-6	-7	8	-14	17	6	-8
MT1-MMP act inh	6	-5	-1	4	-4	-9	0	2
MsrA act	-3	-1	-4	-4	-7	-1	-3	-7
FAS-TE inh	10	12	-4	2	-9	-6	-6	4
NRP1-CendR mod	-11	-14	-12	-28	-4	1	-10	-8
Rin1-Abl PPI inh	-4	-5	3	1	-5	-1	1	2

3 compounds from above, ordered by their value in SKN-1 block, falling:
entry	mol	SKN-1 block
1	Cc1ccc2[nH]c(C(=O)O)c(NC(=O)CN3CCN(c4cccc(C)c4C)CC3)c2c1	21
6	CCN(CC)CCCNc1oc(-c2cccc(Cl)c2)nc1C#N	17
3	O=C(CCc1nnc2ccc(NCc3ccco3)nn12)Nc1ccccn1	-7

The list continues.
9. O=C1Cc2ccccc2C(=O)N1c1ccccc1
10. Nc1nc(O)c(CC(=O)O)s1
11. CCn1nc(C(=O)NCCc2ccc3c(c2)OCCO3)c2ccccc2c1=O
12. COc1ccc(/C=N/NC(=O)CSc2nnc(CCCc3ccc(OC)c(C)c3)o2)cc1
13. O=C(O)c1cc(NS(=O)(=O)c2cccc3nsnc23)cc(C(=O)O)c1
14. CCCc1cc(C(=O)NNC(=S)NCC)c2ccccc2n1
15. COc1ccc2cc(CNCCOCCOCCNCc3ccc4cc(OC)ccc4c3)ccc2c1
16. Cc1ccc(NC(=O)CN2C(=O)N/C(=C\c3cccn3-c3cccc(C(=O)O)c3)C2=O)cc1

Compound	9	10	11	12	13	14	15	16
MLLE-PAM2 inh	18	14	13	-18	-1	-8	-3	2
Neddylation inh	i	i	i	i	i	i	i	i
eLon inh	-12	9	-1	3	-5	5	-9	2
SKN-1 block	2	3	-16	-5	1	-3	5	-1
MT1-MMP act inh	-7	0	2	2	0	4	3	5
MsrA act	-2	-2	0	1	-4	-10	1	-3
FAS-TE inh	0	-6	-4	13	-5	-4	7	0
NRP1-CendR mod	-6	2	4	-9	-1	-3	-3	-39
Rin1-Abl PPI inh	0	-3	4	5	0	0	-3	2

17. CC1CN(S(=O)(=O)c2cccc3nsnc23)CC(C)O1 (centres undefined)
18. C[C@H](CO)N1C[C@H](C)[C@@H](CN(C)S(=O)(=O)c2ccccc2)Oc2c(NC(=O)C3CC3)cccc2C1=O
19. CCn1c(SCC(=O)N(C)Cc2ccc(OC)c(F)c2)nc2cc(S(N)(=O)=O)ccc21
20. O=C(CCN1CCOCC1)Nc1ccc2c(c1)CCC2
21. CC(OC(=O)c1oc2ccccc2c1COc1ccccc1)C(=O)NC(N)=O (centres undefined)
22. C[C@@H]1CN([C@H](C)CO)C(=O)c2cc(C#Cc3ccccc3F)cnc2O[C@@H]1CN(C)S(=O)(=O)c1ccccc1F
23. COc1ccc(CNC(=O)C[C@@H]2C[C@H]3c4cc(NC(=O)NC5CCCC5)ccc4O[C@H]3[C@H](CO)O2)cc1
24. CN(CCCNC(=O)CCC(=O)N1CCOc2ccc(Cl)cc21)Cc1ccccc1

Compound	17	18	19	20	21	22	23	24
MLLE-PAM2 inh	5	-7	7	-2	17	-3	-20	7
Neddylation inh	i	i	i	i	i	i	i	i
eLon inh	-7	-17	9	3	-3	1	6	1
SKN-1 block	15	11	14	12	7	-13	-11	8
MT1-MMP act inh	5	1	2	-2	-11	1	1	0
MsrA act	-4	-4	-3	-2	-2	-2	-1	0
FAS-TE inh	-9	-2	-5	-6	7	-8	-3	-1
NRP1-CendR mod	-7	4	4	4	-9	0	-1	4
Rin1-Abl PPI inh	3	2	3	2	1	-1	-1	0

In the list so far, these contain a furan ring, fused or not.
2. CCOC(=O)c1c(NC(=O)CSc2nnc(-c3cccnc3)n2Cc2ccco2)sc(C)c1C
3. O=C(CCc1nnc2ccc(NCc3ccco3)nn12)Nc1ccccn1
21. CC(OC(=O)c1oc2ccccc2c1COc1ccccc1)C(=O)NC(N)=O (centres undefined)

Compound	2	3	21
MLLE-PAM2 inh	8	14	17
Neddylation inh	i	i	i
eLon inh	-3	-11	-3
SKN-1 block	-6	-7	7
MT1-MMP act inh	-5	-1	-11
MsrA act	-1	-4	-2
FAS-TE inh	12	-4	7
NRP1-CendR mod	-14	-12	-9
Rin1-Abl PPI inh	-5	3	1

Additional entries
25. COc1ccc(S(=O)(=O)N2CCOC23CCN(C(=O)c2ccccc2Br)CC3)cc1
26. O=C1C2C(C(=O)N1Cc1cccnc1)C1C=CC2C12CC2 (centres undefined)
27. O=C(COC(=O)c1ccc2ncsc2c1)Nc1cc(Cl)ccc1F
28. COc1ccc(OCCOC(=O)C(C)NS(=O)(=O)c2ccc(NC(C)=O)cc2)cc1 (centres undefined)
29. CNC(=O)c1c(Cl)cnn1-c1ccc(F)cc1
30. O=C(c1ccc(Cl)nc1)N1CCC(Cc2ccccc2)CC1
31. CCN(CCO)c1ccc(NC(=S)Nc2cccc(S(=O)(=O)N(C)C)c2)cc1
32. COc1ccc(CCNC(=O)C2CCN(C(=O)c3ccc(Br)cc3)CC2)cc1

Compound	25	26	27	28	29	30	31	32
MLLE-PAM2 inh	-3	-2	3	8	-7	-5	19	-15
Neddylation inh	i	i	i	i	i	i	i	i
eLon inh	-13	10	0	-10	-3	3	-7	-3
SKN-1 block	17	41*	-12	-5	5	6	6	10
MT1-MMP act inh	-26	-2	8	0	1	-1	3	-2
MsrA act	-3	-1	-3	-2	-3	1	-6	-3
FAS-TE inh	2	-3	13	2	-4	2	-2	-3
NRP1-CendR mod	0	2	-10	-3	-4	-8	1	3
Rin1-Abl PPI inh	0	1	2	2	-2	-3	4	0

33. Cc1cc(=O)oc2cc(NC(=O)C(C)Oc3cccc(Cl)c3)ccc12 (centres undefined)
34. O=C(COc1ccc(Br)cc1Cl)NC(=O)Nc1ccc2c(c1)OCCO2
35. O=C(Nc1ccc(Cl)cc1F)c1ccc(-n2cncn2)cc1
36. COc1ccc(Cl)cc1C(=O)Nc1ccc(Br)c(C)n1
37. Clc1cc(NCc2ccccc2)ncn1
38. COc1ccccc1N1C(=O)N(CC(=O)C(C)(C)C)c2ccccc2S1(=O)=O
39. CN(CC(=O)Nc1c(Cl)cccc1Cl)C(=O)c1cccc(S(=O)(=O)NCc2ccccc2)c1
40. O=C(Nc1ccc(O)cc1)/C(=C\C=C\c1ccccc1)NC(=O)c1ccccc1

Compound	33	34	35	36	37	38	39	40
MLLE-PAM2 inh	10	-6	-3	7	-6	-1	0	0
Neddylation inh	i	i	i	i	i	i	i	i
eLon inh	-2	-6	0	-9	11	1	-3	3
SKN-1 block	-2	0	25	-9	6	10	5	-13
MT1-MMP act inh	0	1	7	-5	2	1	1	7
MsrA act	-2	-2	-1	-3	0	-5	-3	-7
FAS-TE inh	7	1	-3	-1	-11	-6	-2	15
NRP1-CendR mod	5	-1	1	6	7	4	3	3
Rin1-Abl PPI inh	-3	-5	0	2	1	5	-2	-3

41. CCOc1ncccc1C(=O)OCC(=O)N1CCC(C)CC1
42. COc1ccc(C(C(=O)NC2CCCCC2)N(Cc2ccco2)C(=O)CNC(=O)c2ccco2)cc1 (centres undefined)
43. c1csc(CSc2nc3ccccc3s2)c1
44. COc1cccc(OC)c1C(=O)NC(=S)NCc1ccccc1
45. COC(=O)C1C(=O)C2=C(CC1C)NC(=O)CC2c1ccc(F)cc1 (centres undefined)
46. CC(C)c1ccc(C2c3[nH]c4ccccc4c3C[C@H]3C(=O)N(c4ccccc4C(=O)N4CCC(C(=O)O)CC4)C(=O)N23)cc1 (some centres undefined)
47. CCOC(=O)c1cn(Cc2ccc(Cl)cc2Cl)c2cc(C)nn2c1=O
48. Cc1ccc(OCCOC(=O)c2cccc(S(=O)(=O)N3CC(C)OC(C)C3)c2)cc1 (centres undefined)

Compound	41	42	43	44	45	46	47	48
MLLE-PAM2 inh	5	-6	27	6	0	10	1	8
Neddylation inh	i	i	i	i	i	i	nt	i
eLon inh	-10	-7	-9	5	-4	-14	6	-4
SKN-1 block	-15	-2	78*	-7	9	3	4	-6
MT1-MMP act inh	-2	4	-1	4	-2	5	6	4
MsrA act	-12	0	-5	-1	-2	1	-9	-6
FAS-TE inh	-4	0	28	4	-5	13	-1	16
NRP1-CendR mod	10	-2	0	14	-2	7	5	0
Rin1-Abl PPI inh	4	0	2	1	5	1	-5	2

The list goes on; the last 3 above are carried over.
46. CC(C)c1ccc(C2c3[nH]c4ccccc4c3C[C@H]3C(=O)N(c4ccccc4C(=O)N4CCC(C(=O)O)CC4)C(=O)N23)cc1 (some centres undefined)
47. CCOC(=O)c1cn(Cc2ccc(Cl)cc2Cl)c2cc(C)nn2c1=O
48. Cc1ccc(OCCOC(=O)c2cccc(S(=O)(=O)N3CC(C)OC(C)C3)c2)cc1 (centres undefined)
49. COc1ccc(Cl)cc1C(=O)OCC(=O)c1c(N)n(C)c(=O)n(C)c1=O
50. Cc1ccc(S(=O)(=O)CCc2nnc(NC(=O)c3ccccn3)s2)cc1
51. O=C(NCc1ccc2c(c1)OCO2)C1CCC(CNc2c(N3CCCC3)c(=O)c2=O)CC1 (centres undefined)
52. Cc1cc(S(=O)(=O)N2CCOCC2)c(C)s1
53. Cc1cc(C(=O)OCC(=O)NC(C)(C)C)c2ccccc2n1
54. COc1ccc(-c2[nH]ncc2C=O)cc1OC
55. COc1ccccc1NC(=O)CCSc1ccc(C)cc1
56. CN1CCN(CCCNC(=O)c2ccc3c(c2)N(Cc2ccccc2)CCS3)CC1

Compound	46	47	48	49	50	51	52	53	54	55	56
MLLE-PAM2 inh	10	1	8	-13	6	0	6	5	6	5	8
Neddylation inh	i	nt	i	i	i	i	i	i	i	i	i
eLon inh	-14	6	-4	-11	9	-6	4	-8	-3	-5	-3
SKN-1 block	3	4	-6	6	24	-4	9	3	-1	-3	3
MT1-MMP act inh	5	6	4	-2	5	2	-4	-1	2	1	3
MsrA act	1	-9	-6	-1	-3	-3	-1	-9	-4	-11	-1
FAS-TE inh	13	-1	16	-1	2	8	-5	-6	-14	10	0
NRP1-CendR mod	7	5	0	-3	10	0	0	-6	-5	16	3
Rin1-Abl PPI inh	1	-5	2	0	-1	5	4	-1	-1	1	-4

Screening results deposited in PubChem BioAssay by several laboratories.
